Screens as filed in PubChem BioAssay.
CHO-K1 Ca antag = M1 antagonist counterscreen hit in parental CHO-K1 cells; inhibition, % at 3 µM; ATP-induced calcium, Fluo-8 fluorescence; 360,000 tested, 0.6% active; AID 602250;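 active = inhibition above a per-plate cutoff, the plate's mean sample inhibition plus 3 SD, cut at about 24% in these data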;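 also: 0% = DMSO plus EC80 ATP and 100% = DMSO alone without ATP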
CHRM4 PAM = CHRM4 positive allosteric modulation; P08173; CHO-K1 hM4/Gqi5, Fluo-8 calcium fluorescence, ACh EC20; 0% = ACh EC20, 100% = maximal ACh; activation, % at 3 µM; 360,000 tested, 0.4% active;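 active = activation above its plate's cutoff, the mean activation of sample wells plus 3 SD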; also: some results filed as inactive read as strong as hits
Target sequence (P08173 whole entry, looked up): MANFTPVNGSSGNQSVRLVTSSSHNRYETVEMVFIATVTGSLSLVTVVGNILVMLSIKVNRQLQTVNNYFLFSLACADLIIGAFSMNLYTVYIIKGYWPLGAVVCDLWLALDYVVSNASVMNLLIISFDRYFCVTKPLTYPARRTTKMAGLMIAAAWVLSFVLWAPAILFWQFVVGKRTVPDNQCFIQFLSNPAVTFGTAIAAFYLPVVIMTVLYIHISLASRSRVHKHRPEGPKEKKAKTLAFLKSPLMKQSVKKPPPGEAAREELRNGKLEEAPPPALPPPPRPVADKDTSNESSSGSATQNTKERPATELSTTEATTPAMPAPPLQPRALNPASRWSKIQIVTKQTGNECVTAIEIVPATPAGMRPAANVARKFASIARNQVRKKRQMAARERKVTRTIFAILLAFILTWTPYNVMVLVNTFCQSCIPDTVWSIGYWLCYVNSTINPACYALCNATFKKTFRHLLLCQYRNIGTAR
CHRM5 antagonist = antagonists of human muscarinic M5 receptor (CHRM5); P08912; CHO-hM5 cells, Fluo-8 calcium fluorescence, ACh EC80; inhibition, % at 3 µM; 360,000 tested, 0.59% active; AID 624040;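 active = inhibition above a per-plate cutoff, the mean of that plate's test compounds plus 3 SD, cut at about 27% in these data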;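 also: 0% = acetylcholine EC80 with DMSO and 100% = DMSO without agonist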
Target sequence (P08912 whole entry, looked up): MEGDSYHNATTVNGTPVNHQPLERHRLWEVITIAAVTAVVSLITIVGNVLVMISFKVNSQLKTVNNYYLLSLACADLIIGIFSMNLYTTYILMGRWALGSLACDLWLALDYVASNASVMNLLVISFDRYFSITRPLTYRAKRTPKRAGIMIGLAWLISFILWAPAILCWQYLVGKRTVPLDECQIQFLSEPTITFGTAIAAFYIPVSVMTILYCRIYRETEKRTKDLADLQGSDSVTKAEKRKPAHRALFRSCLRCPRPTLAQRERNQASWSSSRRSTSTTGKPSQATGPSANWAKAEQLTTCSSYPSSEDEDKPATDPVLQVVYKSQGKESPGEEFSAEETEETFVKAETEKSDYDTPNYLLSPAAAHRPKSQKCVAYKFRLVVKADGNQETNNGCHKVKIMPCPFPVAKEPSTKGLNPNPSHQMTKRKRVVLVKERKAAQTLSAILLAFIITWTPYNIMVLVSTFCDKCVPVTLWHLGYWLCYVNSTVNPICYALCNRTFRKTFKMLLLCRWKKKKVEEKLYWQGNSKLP
CHO-K1 Ca ag = M1 agonist counterscreen hit in parental CHO-K1 cells. activation, % at 3 µM. Fluo-8 calcium fluorescence; scaled to maximal ATP response, vehicle zero. AID 602248. 360,000 tested, 0.48% active; in the data active = activation above about 15%;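 also: untransfected CHO-K1 host cells lacking M1 receptor as counterscreen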
CHRM4 antagonist = antagonists of human muscarinic M4 receptor (CHRM4) | CHO-hM4 cells, ACh EC80, Fluo-8 calcium fluorescence | inhibition, % at 3 µM | 360,000 tested, 0.73% active | AID 624125;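 active = inhibition above its plate's cutoff, the mean inhibition of sample wells plus 3 SD, cut at about 27% in these data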;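 also: 0% = acetylcholine EC80 with DMSO and 100% = DMSO without agonist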
CHO-K1 Ca PAM = counter-screen for M1 PAMs: effect in parental CHO-K1 cells | ATP EC20, Fluo-8 calcium fluorescence; 0% at ATP EC20, 100% at ATP max | activation, % at 3 µM | 360,000 tested, 0.02% active | AID 602247;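 active = activation above the run cutoff, the mean activation of all test compounds plus 3 SD, cut at about 40% in these data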;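 also: peak over basal fluorescence ratio in a 140 s read after ATP addition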
CHRM5 agonist = agonists of human muscarinic M5 receptor (CHRM5); CHO-K1 hM5 cells, Fluo-8 calcium fluorescence; 0% DMSO wells, 100% maximal acetylcholine response; activation, % at 3 µM; 360,000 tested, 0.19% active; AID 624037;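 active = activation above the run's mean over test compounds plus 3 SD, cut at about 23% in these data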;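 also: signal is peak over basal fluorescence ratio across the kinetic read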
M4 ag = agonists of human muscarinic M4 receptor (CHRM4). P08173. CHO-K1 hM4/Gqi5, Fluo-8 calcium fluorescence; vehicle 0%, full acetylcholine response 100%. activation, % at 3 µM. 360,000 tested, 0.14% active. AID 624127;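 active = activation above the run mean over all test wells plus 3 SD, cut at about 32% in these data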;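 also: peak over basal fluorescence ratio per well then scaled between controls; 0% = DMSO wells and 100% = acetylcholine at EC100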
CHRM5 PAM = potentiates acetylcholine response at human M5 receptor | CHO-K1 hM5, Fluo-8 calcium, ACh EC20 PAM; 0% = ACh EC20, 100% = ACh EC100 | activation, % at 3 µM | 360,000 tested, 0.3% active | P08912;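 active = activation above the run cutoff, the mean activation of all test compounds plus 3 SD, cut at about 18% in these data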
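Measured by: Fluo-8 calcium fluorescence; material: human M5 receptor in CHO-K1 cells; schedule: Post-acetylcholine fluorescence recording 140 s; benchmarks: low control EC20 acetylcholine (0%), high control EC100 acetylcholine (100%); read-out: Max/basal fluorescence ratio as % of EC20–EC100 ACh window; compound: single dose, 3 µM nominal final test concentration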
An asterisk follows results filed as active; x = not tested or not shown.

Below each SMILES – CHO-K1 Ca antag	CHRM4 PAM	CHRM5 antagonist	CHO-K1 Ca ag	CHRM4 antagonist	CHO-K1 Ca PAM	CHRM5 agonist	M4 ag	CHRM5 PAM
O=c1[nH]nc(CNc2cccc(C(F)(F)F)c2)c2ccccc12
→ -8	1	7	5.0	-12	22	5	6	-11
O=C(NCc1ccc2c(c1)OCO2)c1ccc(CN2CCc3ccccc3C2)cc1
→ -15	-13	4	0.6	7	16	-6	3	1
O=C(CCN1C(=O)S/C(=C\c2ccccc2)C1=O)NC1CCS(=O)(=O)C1 (stereo unspecified)
→ -10	0	-4	2.7	11	4	-1	2	-3
COc1ccc(CNC(=O)Cn2nc(C(F)(F)F)cc2C)cc1
→ -9	1	1	0.4	0	22	-1	0	2
CCOC(=O)c1ccc2c(c1)NC(=O)C(N1CCN(c3ccc(OC)cc3)CC1)S2 (stereo unspecified)
→ 13	0	2	-0.7	-5	-10	0	0	-3
Cc1cc(OC(C)C(=O)NCCc2c[nH]c3ccccc23)c2c(C)cc(=O)oc2c1 (stereo unspecified)
→ -5	-5	7	3.4	-6	6	3	12	-7
O=C(Cc1cccc(C(F)(F)F)c1)NCc1ccc(Cl)cc1
→ -10	-2	6	0.0	5	4	-5	0	-8
CCC(CC)Nc1ccc(C(CC(N)=O)NC(=O)Cc2ccc(Br)cc2)cc1[N+](=O)[O-] (stereo unspecified)
→ -14	4	9	1.1	-8	13	2	2	2
CCc1ccc(S(=O)(=O)N/N=C\c2ccc([N+](=O)[O-])o2)cc1
→ 1	14	-4	0.4	-3	1	-1	1	6
COc1cc2c(cc1OC)CN(C(=O)c1cc(S(=O)(=O)N3CCOCC3)ccc1C)CC2
→ 0	1	-6	0.3	-9	-16	2	2	4
O=C(CN(Cc1cccs1)C(=O)CNS(=O)(=O)c1ccc(F)cc1)NCc1ccco1
→ -9	16	0	1.5	5	18	1	3	0
CC(C)[C@H](N[C@@H](C)c1ccccc1)c1c(O)ccc2ccccc12
→ -4	-2	8	0.6	-14	10	-5	0	-6
C=CC[C@H](CC(=O)N(CCO)Cc1ccccc1)C(=O)N[C@@H](COC(=O)[C@H](CC=C)CC(=O)OC(C)(C)C)Cc1c[nH]c2ccccc12
→ -13	-1	14	1.8	14	5	2	12	-16
O=C(c1ccccc1Oc1ccccc1)N1CCN(c2ccc(F)cc2)CC1
→ 4	-1	-7	0.1	1	5	-9	3	-5
N#CCCn1cnc2ccccc21
→ -2	13	0	0.7	3	11	1	1	4
OCc1cccc[n+]1CCc1ccccc1
→ 1	-7	-1	0.8	-4	12	-15	0	4
C[C@H](CO)N1C[C@H](C)[C@H](CN(C)S(=O)(=O)c2ccc(Cl)cc2)OCc2ccccc2-c2c(n(C)c3ccccc23)C1=O
→ -6	7	-13	0.1	-40	18	0	1	1
COc1ccc(CC(=O)Nc2nc3ccc(F)cc3s2)cc1S(=O)(=O)N1CCOCC1
→ 9	-2	1	1.9	-3	-7	6	11	4
COC(=O)[C@@]12C[C@@H](CC(=O)NCC3CCCCC3)C(=O)N(CCc3ccc(OC)c(OC)c3)C1=CCC(C)(C)C2
→ x	6	4	x	-13	x	0	10	1
N#Cc1ccccc1OCC(=O)OCC(=O)NC1CCCC1
→ 12	4	-7	-0.1	-7	-9	8	1	4
O=S(=O)(c1ccc(N2CCCC2)nc1)N1CCCC1
→ -11	-11	17	4.7	0	4	-5	14	-8
CCOC(=O)C1CCN(C(=O)c2ccc(S(=O)(=O)Nc3ccccc3Cl)cc2)CC1
→ -2	18	2	2.4	-12	-3	6	7	-10
O=S(=O)(NCc1ccncc1)c1ccccc1
→ 4	-1	16	4.7	3	7	4	7	-13
COc1ccc(OC)c(NC(=O)c2c(NC(=O)CCC(=O)O)sc3c2CCCCC3)c1
→ -7	-1	11	0.6	6	13	-2	2	-10
COc1ccc(-c2sc3cc(OC)ccc3c2-c2ccc(OCCN3CCOCC3)cc2)cc1
→ -16	0	2	0.6	-12	25	-1	1	-6
COc1cc(/C=N/n2nnnc2N)ccc1OCc1c(C)no[n+]1[O-]
→ -6	6	-6	1.4	-3	-4	-4	3	-5
O=C(CNC(=O)c1ccc(-c2ccccc2)cc1)OCc1c(Cl)cccc1Cl
→ 4	0	-4	-0.3	0	-8	0	0	1
O=C(O)c1ccn(CSc2cc(Cl)ccc2Cl)n1
→ -18	4	6	0.8	6	12	2	0	-7
CCCC(C(=O)NC1CCCC1)N(Cc1ccc(F)cc1)C(=O)c1snc(C(N)=O)c1N (stereo unspecified)
→ -1	-7	8	2.9	-18	-7	-1	11	-13
COc1ccc(C(=O)Cn2c(NCCO)nc3ccccc32)cc1OC
→ -37	0	-1	0.7	6	32	2	0	-6
CCOC(=O)c1ncn2c1C(=O)OC2(C)C
→ -5	-1	4	0.8	9	16	-2	0	0
CC(C)Nc1nc(NC(C)C)nc(OCCOC(=O)Nc2ccccc2)n1
→ -8	-6	8	2.6	1	10	-2	3	-7
C1CN(CC2CCN(c3nc4nonc4nc3N3CCSCC3)CC2)CCO1
→ 11	12	6	-0.4	-2	-12	-4	4	-8
CC(C)(C)OC(=O)N1CCc2onc(-c3ccc(-n4cc(C5=CCCCC5)nn4)cc3)c2C1=O
→ x	0	-2	x	-5	x	1	16	2
O=S(=O)(c1ccccc1F)N1CCC(c2nc3ccccc3[nH]2)CC1
→ 1	-4	18	3.8	17	4	0	6	-8
C/C(N)=C(/C#N)C(=O)COC(=O)c1ccc(NC(N)=O)cc1
→ -7	2	4	0.4	-1	14	2	1	-2
COc1ccc(OC)c(CC(=O)Nc2cc(S(=O)(=O)N3CCCCC3)ccc2C)c1
→ -17	6	14	2.8	9	7	2	4	-5
CCC(C)COC(=O)c1ccc(C(=O)O)cc1 (stereo unspecified)
→ -2	-5	-3	0.4	-4	16	2	1	7
O=C(Nc1ccc(S(=O)(=O)N2CCCC2)cc1)c1c(F)cccc1F
→ -2	-6	17	1.0	5	10	-1	2	-4
CC1(C)C2CC=C(/C=N/NC(=O)c3ccccc3Br)C1C2 (stereo unspecified)
→ -9	4	-3	0.4	-3	18	-2	0	1
NC(=O)C1CCCN(C(=O)c2ccc(Cl)cc2)C1 (stereo unspecified)
→ 2	3	1	-0.3	0	-17	4	0	-8
O=C(C[C@@H]1CC[C@@H]2[C@H](COC[C@H](O)CN2C(=O)Nc2ccc(F)cc2)O1)NCCc1ccncc1
→ x	1	0	x	-4	x	1	1	-1
COCCn1c(-c2ccccc2)nc2oc3cc(OC)ccc3c(=O)c2c1=O
→ -5	-2	7	0.0	1	19	0	0	-1
O=C1Cc2ccccc2Sc2ccc(O)cc21
→ -5	-1	-1	0.6	4	14	0	-1	3
CNC(=S)N1CCC(NC(=O)C(Cc2ccc(OC)cc2)NC(C)=O)CC1 (stereo unspecified)
→ 5	-1	-1	-0.2	-3	-2	2	1	8
CCCN(C(=O)CCNC(=O)Cn1cnc2ccccc2c1=O)c1cccc(C)c1
→ -8	-2	-7	0.0	-4	-7	-2	0	1
O=C(NC(=S)NC1CCSC1=O)c1cccs1 (stereo unspecified)
→ 2	6	5	1.6	-2	13	-2	0	1
CCc1n[nH]c(=S)n1/N=C/c1cc(Br)c(O)c(OC)c1
→ -14	5	-2	0.8	4	20	1	0	-2
O=C(O)COc1ccc(/C=N/NC(=O)COc2nsnc2N2CCOCC2)cc1
→ -5	-6	5	0.7	-5	6	-3	2	-13
COc1ccccc1-c1nnc(NC(C)=O)s1
→ -4	14	5	1.0	0	11	-1	0	-2

3 entries from above, arranged by SMILES length, rising:
Below each SMILES – CHO-K1 Ca antag	CHRM4 PAM	CHRM5 antagonist	CHO-K1 Ca ag	CHRM4 antagonist	CHO-K1 Ca PAM	CHRM5 agonist	M4 ag	CHRM5 PAM
NC(=O)C1CCCN(C(=O)c2ccc(Cl)cc2)C1 (stereo unspecified)
→ 2	3	1	-0.3	0	-17	4	0	-8
O=C(O)COc1ccc(/C=N/NC(=O)COc2nsnc2N2CCOCC2)cc1
→ -5	-6	5	0.7	-5	6	-3	2	-13
O=C(C[C@@H]1CC[C@@H]2[C@H](COC[C@H](O)CN2C(=O)Nc2ccc(F)cc2)O1)NCCc1ccncc1
→ x	1	0	x	-4	x	1	1	-1

More results follow:
Below each SMILES – CHO-K1 Ca antag	CHRM4 PAM	CHRM5 antagonist	CHO-K1 Ca ag	CHRM4 antagonist	CHO-K1 Ca PAM	CHRM5 agonist	M4 ag	CHRM5 PAM
O=C(O)CC(CP(=O)(c1ccccc1)c1ccccc1)C(=O)O (stereo unspecified)
→ -17	12	1	0.0	0	-5	1	-1	-9
COc1ccc(CNC(=O)COC(=O)CN2C(=O)C3CCCCC3C2=O)cc1 (stereo unspecified)
→ -10	7	4	0.5	-5	16	6	1	-2
CCOc1ccccc1N1C(=O)CC(Sc2nccc(C)n2)C1=O (stereo unspecified)
→ -15	-3	-6	0.4	-4	5	1	2	0
Cc1c(C(=S)Nc2ccccc2)cnn1-c1ccccc1
→ 0	-10	2	7.2	-1	9	1	7	-8
CCOC(=O)C1=C(CN2CCN(C(=O)c3ccco3)CC2)NC(=O)NC1c1ccc(F)cc1 (stereo unspecified)
→ -13	-1	18	1.9	-5	13	-4	2	-4
CCn1cc(/C=C/C(=O)Nc2ccn(Cc3c(F)c(F)cc(F)c3F)n2)cn1
→ 15	9	2	0.6	-1	-11	-1	5	1
c1ccc(CCCc2nc(-c3ccccn3)no2)cc1
→ -6	11	2	0.5	0	10	0	0	0
Cc1nnc(C)n1N1C(=O)c2cccc3cccc(c23)C1=O
→ -8	16	10	4.8	-4	19	-1	0	-4
CCOc1ccc(NC(=O)CN(C)C(=O)CCCOc2ccc(Cl)c(C)c2)cc1OCC
→ 7	-4	-4	5.4	5	-6	1	12	-1
Oc1c(C(c2ccccc2)N2CCOCC2)ccc2ccccc12 (stereo unspecified)
→ -8	5	16	1.7	0	18	-4	1	1
